HCV NS3h FP = blocks HCV NS3 helicase binding to DNA; NS3h Cy5-dT15 DNA binding, fluorescence polarization; inhibition, % at 100 µM; hit rate 1.6% among 16,000; AID 687043;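 active means inhibition above the average over every tested compound plus 3 SD, cut at about 40% in these data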
Cy5 interf NS3h = Cy5 fluorescence interference, HCV helicase counter-screen | Cy5-dT15 DNA with NS3h; actives lie on both sides; signal over control mean, under 1 quenches | fluorescence interference ratio at 100 µM | hit rate 6% among 16,000;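 active means compound fluorescence over control fluorescence at most 0.8, a quencher, or at least a set upper limit, an enhancer; inactive means ratio between 0.8 and the set upper limit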
Numbers without * were called inactive.

#	Structure	HCV NS3h FP	Cy5 interf NS3h
1	CCc1ccc(C(=O)CC2(O)C(=O)Nc3ccc(Br)cc32)cc1 (centres undefined)	2	0.97
2	CCOC(=O)c1ccccc1NS(=O)(=O)c1ccc(Cl)cc1	12	1.1
3	CCOc1ccc(Cc2c(O)nc(N)[nH]c2=O)cc1	3	0.95
4	Cc1ccc(/C(N)=N\OC(=O)c2ccccc2I)cc1	11	0.95
5	COc1ccc(S(=O)(=O)NCCC(C)C)cc1	4	1
6	COC(=O)c1ccc(/C=C(\C#N)C(=O)Nc2ccc(F)cc2)cc1	10	0.98
7	O=C(N/N=C\c1cccnc1)/C(=C\c1ccc2c(c1)OCO2)NC(=O)c1ccccc1	1	1
8	Nc1ccc(Cl)c(-c2nc3cc(Cl)ccc3o2)c1	9	0.92
9	CCOC(=O)c1ccccc1NC(=O)c1cccc([N+](=O)[O-])c1	18	1.1
10	CC(C)(C)c1ccc(OCC(=O)Nc2cccc(C(=O)Nc3nccs3)c2)cc1	-6	0.8*
11	Cc1ccc(OCc2nnc(NC(=O)c3ccccc3)s2)cc1C	2	1.1
12	CC1=C(C(=O)Nc2cc(Cl)ccc2C)C(c2cccc(Br)c2)NC(=S)N1 (centres undefined)	-5	0.95
13	O=C(O)CCN1C(=O)/C(=C/c2cn(-c3ccccc3)nc2-c2cccc([N+](=O)[O-])c2)SC1=S	9	1
14	O=C(/C=C/c1ccccc1F)c1c(-c2ccccc2)c2cc(Br)ccc2[nH]c1=O	-4	0.96
15	O=C1C=CC(=O)N1c1ccc([N+](=O)[O-])cc1Br	88*	0.92
16	CCOC(=O)CSc1nc(N)nc(C)c1Br	-3	0.96
17	COC(=O)C(Cc1ccccc1)NC(=O)CCN1C(=O)c2cccc3cccc(c23)C1=O (centres undefined)	-5	1
18	Cc1ccc(C(C)C)c(OCc2nnc(NC(=O)Nc3ccccc3)s2)c1	1	1
19	O=[N+]([O-])c1ccc2c(c1)C1C=CCC1C(c1cccc(Cl)c1Cl)N2 (centres undefined)	7	0.97
20	O=C(Nc1ccc(F)c([N+](=O)[O-])c1)c1ccc2ccccc2c1	39	0.73*
21	C=CCNC(=O)NC(=O)C12CC3CC(CC(C3)C1)C2	4	1.1
22	Nc1sc2c(c1C(=O)Nc1ccc(Br)cc1)CCCC2	6	1
23	COCCOC(=O)c1ccc(NC(=O)c2ccc(C(C)(C)C)cc2)cc1	6	0.95
24	Cc1c(Cl)cccc1NC(=O)C(=O)NCc1ccc(F)cc1	16	1
25	CCc1ccccc1NC(=O)/C=C/c1ccccc1	26	1
26	Cc1ccc(C)c(COc2ccc3c4c(c(=O)oc3c2)CCC4)c1	7	1.1
27	COC(=O)c1ccccc1P(=O)(c1ccccc1)c1ccccc1	-8	0.93
28	CCOC(=O)/C(=C/Nc1ccccc1)C(=O)Nc1ccccc1	4	1
29	O=C(O)c1cccc(-c2ccc(/C=C3\SC(=O)N(c4ccc(Cl)cc4)C3=O)o2)c1	19	0.76*
30	Cc1ccc(N2C(=O)C3C(C2=O)C2C=CC3C23CC3)cc1Cl (centres undefined)	1	1
31	CCOc1cc(C2Nc3ccccc3C(=O)N2c2ccc(C)cc2)ccc1O (centres undefined)	13	1
32	COc1cc([N+](=O)[O-])ccc1-c1ccc(/C=C2\C(=O)NC(=S)N(c3ccc(Cl)cc3)C2=O)o1	17	1

Three compounds from above, arranged by the number in HCV NS3h FP, highest first.
no.	smiles	HCV NS3h FP
29	O=C(O)c1cccc(-c2ccc(/C=C3\SC(=O)N(c4ccc(Cl)cc4)C3=O)o2)c1	19
32	COc1cc([N+](=O)[O-])ccc1-c1ccc(/C=C2\C(=O)NC(=S)N(c3ccc(Cl)cc3)C2=O)o1	17
26	Cc1ccc(C)c(COc2ccc3c4c(c(=O)oc3c2)CCC4)c1	7

Continued.
#	Structure	HCV NS3h FP	Cy5 interf NS3h
33	CCOc1ccc(NC(=O)/C=C/c2ccc(Cl)cc2)cc1	9	1.1
34	c1ccc(-c2cnnc3c2[nH]c2ccccc23)cc1	-5	1
35	COc1ccc(NC(=O)CN(c2ccc(C)c(Cl)c2)S(C)(=O)=O)c(OC)c1	15	0.99
36	O=C(Nc1ccc(Cl)c(Cl)c1)Nc1nnc(-c2ccccc2Br)s1	18	1
37	O=C1NN(c2ccccc2)C(=O)/C1=C/c1ccccc1OCc1ccccc1F	22	0.99
38	O=C(NC1=Nc2cccc3cccc1c23)c1cccc(C(F)(F)F)c1	3	1.1
39	Cc1ccc(N(CC(=O)O)S(C)(=O)=O)cc1Cl	-5	1
40	CCN(CC)S(=O)(=O)c1ccc2c3c(cccc13)C(=O)N2	-3	1

The closing four entries of the section before are carried over, then new ones follow.
#	Structure	HCV NS3h FP	Cy5 interf NS3h
37	O=C1NN(c2ccccc2)C(=O)/C1=C/c1ccccc1OCc1ccccc1F	22	0.99
38	O=C(NC1=Nc2cccc3cccc1c23)c1cccc(C(F)(F)F)c1	3	1.1
39	Cc1ccc(N(CC(=O)O)S(C)(=O)=O)cc1Cl	-5	1
40	CCN(CC)S(=O)(=O)c1ccc2c3c(cccc13)C(=O)N2	-3	1
41	O=C(O)c1ccc(Oc2ccc(NC(=O)C3CCCCC3)cc2)cc1C(=O)O	0	1
42	O=C(CCCN1C(=O)c2ccccc2C1=O)Nc1cccnc1	-2	1
43	O=C(Nc1nc(-c2cc(Cl)ccc2Cl)cs1)C(Cl)Cl	11	1
44	CN(C)c1ccc(CNCCC2(c3ccccc3)CCOC(C)(C)C2)cc1 (centres undefined)	5	1
45	Cc1ccc(NC(=O)C2C3CC/C=C\CCC32)cc1 (centres undefined)	2	1
46	C/C(=N/NS(=O)(=O)c1ccccc1)c1ccc(I)cc1	11	1.1
47	CC1CCN(Cc2c(O)ccc3ccccc23)CC1	0	1
48	C=CCNC(=O)c1ccc(I)cc1	10	0.87
49	COC(=O)CN1C(=O)/C(=C\c2ccco2)SC1=S	17	1
50	O=C(c1ccccc1)c1ccc(N2CCN(C(=O)c3cccc(F)c3)CC2)c(F)c1	13	0.98
51	O=C(c1ccccc1)c1coc2ccc(O)cc12	0	0.95
52	OC(C#CC(O)(c1ccccc1)c1ccccc1)c1cccnc1 (centres undefined)	18	0.95
53	Cc1cc(-c2ccc(F)cc2)nc2cc(C(N)=O)nn12	6	1.1
54	CCOc1ccc(N/C=C\C(=O)c2ccc(F)cc2)c([N+](=O)[O-])c1	16	1
55	CCC(=O)CC(O)(c1ccccc1)C(F)(F)F (centres undefined)	-1	0.96
56	Cc1cc(Br)cc(C)c1NC(=O)COc1ccccc1	20	1

Reprinted, compounds 49–51
#	Structure	HCV NS3h FP	Cy5 interf NS3h
49	COC(=O)CN1C(=O)/C(=C\c2ccco2)SC1=S	17	1
50	O=C(c1ccccc1)c1ccc(N2CCN(C(=O)c3cccc(F)c3)CC2)c(F)c1	13	0.98
51	O=C(c1ccccc1)c1coc2ccc(O)cc12	0	0.95

Further entries follow.
#	Structure	HCV NS3h FP	Cy5 interf NS3h
57	CC(=O)N1CCN(c2nc(OC(C(F)(F)F)C(F)(F)F)nc(N(c3ccccc3)c3ccccc3)n2)CC1	14	0.89
58	N#C/C(=C/c1ccc(-c2ccccc2[N+](=O)[O-])o1)C(=O)Nc1ccc(F)cc1	11	1
59	O=C(NCc1ccc(F)cc1)C(=O)Nc1ccccc1F	14	0.95
60	O=c1oc2cc(OCc3c(F)cccc3Cl)ccc2c2ccccc12	9	1.1
61	Cc1ccc(N(CC(=O)Nc2ccc3ccccc3c2)S(=O)(=O)c2ccc(F)cc2)cc1	-3	1
62	CN1C(=O)C(=O)c2cc(Br)ccc21	10	0.74*
63	Cc1ccccc1NC(=O)C(=O)NCCCOC(C)C	4	1
64	Cc1cccc(N2C(=O)C(=O)C(=C(O)c3ccccc3)C2c2cccc([N+](=O)[O-])c2)c1 (centres undefined)	-20	0.99
65	Cc1ccc(N2C(=O)CC(N3CCC(O)(c4ccc(Br)cc4)CC3)C2=O)cc1 (centres undefined)	9	0.94
66	O=C1CN(C(=O)c2ccc(F)cc2)c2ccccc2N1	-15	0.95
67	COc1ccc(C2CC(C(F)(F)F)n3nc(C(=O)N4CCN(c5ccc(F)cc5)CC4)c(Cl)c3N2)cc1OC (centres undefined)	1	0.98
68	Cc1ccnc(-n2c(=O)c3cc4c(=O)n(-c5cc(C)ccn5)c(=O)c4cc3c2=O)c1	6	1.1
69	CC(=O)Nc1cc(-c2ccc(C)cc2)[nH]n1	3	1
70	Cc1cc(C)n(S(=O)(=O)c2ccc3c(c2)C(=O)c2cc(S(=O)(=O)n4nc(C)cc4C)ccc2-3)n1	-57	0.64*
71	COc1ccc(OC)c(NC(=O)C2CC(C)=C(C)CC2C(=O)O)c1 (centres undefined)	-6	1
72	Cc1ccccc1/C=C1/SC(=Nc2ccc(F)cc2)NC1=O	3	1
73	COc1ccc(N2C(=O)NC(=O)/C(=C\c3cc(Br)c(OC)cc3OC)C2=O)cc1	4	1
74	COC(=O)c1cc(NC(=O)c2cc3ccccc3o2)cc(C(=O)OC)c1	-2	1
75	COc1cccc(C=C2C(=O)c3ccccc3C2=O)c1	24	1
76	On1c(-c2ccco2)nc2c1CCc1nonc1-2	2	0.95
77	Cn1c(O)c(C(=NCc2ccccc2)c2ccccc2)c(=O)n(C)c1=O	4	1.1
78	CCOC(=O)CCc1nc2ccc(O)cc2[nH]1	3	1.1
79	O=C(O)c1cc([N+](=O)[O-])c(C(=O)O)cc1Oc1cc(Cl)c(Cl)cc1Cl	18	0.92
80	Cc1cccc(C(=O)O/N=C(/N)c2ccc(Cl)cc2)c1	1	1
81	COc1ccc(/C=C/C(=O)c2ccc(Cl)cc2)c(OC)c1	4	0.97
82	CCOc1ccc(N2C(=O)CC(Cc3cc(C)cc(C)c3)C2=O)cc1 (centres undefined)	6	0.98
83	COc1cc(OC)cc(C(=O)Nc2c(C)ccc3nsnc23)c1	13	0.97
84	CC1CC(=O)NN=C1c1ccc(Cl)c([N+](=O)[O-])c1 (centres undefined)	5	1.1
85	CNC(=O)C(=O)Nc1ccc(C(C)C)cc1	14	0.94
86	CC1=C(C(=O)Nc2ccccc2Cl)C(c2ccc(Br)cc2)NC(=S)N1 (centres undefined)	8	0.98
87	CCOc1ccc(NC(=O)C(=O)NCC2CCNCC2)cc1	4	1
88	CCOc1ccc(-n2c(O)c(C=C3C=CC=N3)c(=O)[nH]c2=O)cc1	-8	0.94
89	Cc1ccc(S(=O)(=O)N/N=C\c2ccc(-c3ccc([N+](=O)[O-])cc3C)o2)cc1	-4	0.98
90	CC(C)CCNC(=O)C(=O)Nc1cccc(Cl)c1	7	1
91	Cc1ccc(S(=O)(=O)N=C2C=CC(=O)C(Br)=C2)cc1	28	0.94
92	CCN(CC)CCN1C(=O)C(O)=C(C(=O)/C=C/c2ccccc2)C1c1ccc(Br)cc1 (centres undefined)	8	1.1
93	CCOC(=O)c1[nH]c(=O)[nH]c1CSc1nc(O)c(CC)c(=O)[nH]1	-5	1
94	CCc1cc(=O)oc2cc(OC/C=C/c3ccccc3)ccc12	12	1
95	COC(=O)CN(c1cc(C)ccc1OC)S(C)(=O)=O	10	1.1
96	O=C(N/N=C\c1ccccn1)/C(=C\c1cccs1)NC(=O)c1ccccc1	8	1.1
97	COc1ccc(OC)c(C2Nc3ccccc3NC3=C2C(=O)CC(c2ccc(Cl)cc2)C3)c1 (centres undefined)	3	0.97
98	O=C1NC(=Nc2ccc(F)cc2)S/C1=C/c1ccccc1F	112*	1.7*
99	O=C1CCC(C(=O)Nc2ccc(Cl)cc2)N1 (centres undefined)	3	0.99
100	COc1ccc2oc(=O)c(C(=O)Nc3ccc(Cl)c(Cl)c3)cc2c1	2	0.97
101	Cc1cc(C)cc(N2C(=O)NC(=O)/C(=C\c3ccccc3C)C2=O)c1	-11	1.1
102	O=C1NC(=O)N(c2cccc(Br)c2)C(=O)/C1=C/c1ccc(O)c(Cl)c1	25	1
103	Cc1ccc(N2C(=O)NC(=O)/C(=C\c3ccc(O)c(Br)c3)C2=O)cc1	19	1.1
104	CCC(=O)NC(c1ccc(OC)c(OC)c1)c1c(OC(C)=O)ccc2ccccc12 (centres undefined)	-1	0.99
105	COc1ccccc1NC(=O)CN(c1cccc([N+](=O)[O-])c1)S(=O)(=O)c1ccccc1	12	0.94
106	CCC1=NN2C(=N)/C(=C/c3ccc4c(c3)OCO4)C(=O)N=C2S1	0	1
107	COc1ccc(CNC(=O)C(=O)Nc2ccccc2C)cc1	4	1.1
108	CCOC(=O)c1c[nH]c2c(C)ccc(Cl)c2c1=O	7	1
109	CC1=NOC(=O)/C1=C/c1ccc(OCc2ccc(F)cc2)cc1	13	1
110	O=C1/C(=C/c2cc([N+](=O)[O-])ccc2O)SC(=S)N1Cc1ccco1	8	0.98
111	CC(C)CCNC(=O)C(=O)Nc1nccs1	8	1.1
112	O=C(Nc1ccc(I)cc1Cl)c1ccccc1Cl	4	0.96

(further entries)
#	Structure	HCV NS3h FP	Cy5 interf NS3h
113	O=C1NN(c2ccc(Cl)cc2)C(=O)/C1=C\c1ccc(-c2cccc(C(=O)O)c2)o1	55*	0.93
114	O=C1/C(=C/c2ccc([N+](=O)[O-])cc2)C=C(c2ccccc2)N1c1ccc(O)cc1	7	0.89
115	Cc1ccc(C(O)=C2C(=O)C(=O)N(c3nccs3)C2c2cccc(Br)c2)cc1 (centres undefined)	6	0.87
116	O=c1[nH]c(/C=C\c2ccccc2Cl)c([N+](=O)[O-])c(=O)[nH]1	-9	0.9

Source: PubChem
